697 NFkB inh: inhibitors of PMA/ionomycin-induced NF-kB reporter, 697 cells, primary screen, B-cell NF-kB inhibitor project, cell-based, luminescence, uHTS. 697 B-cell NF-kB luciferase reporter, 16 h. inhibition, % at 4 µM. hit rate 0.33% among 330,000. AID 435022, 2010; in the data active means inhibition above about 35%
Gli-Sufu antag: Gli-Sufu pathway antagonists, primary screen, luciferase luminescence, Sufu-KO-LIGHT cells, uHTS. inhibition, % at 5 µM. AID 588413, 2011. hit rate 0.74% among 340,000. Sufu-KO-LIGHT fibroblasts, Gli luciferase reporter luminescence;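 active means inhibition above about 55%, limit read from the data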;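 further: 0% = DMSO-treated cells and 100% = wells with medium but no cells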
SENP7 inh: SENP7 protease inhibitors, primary screen, biochemical, luminescence, uHTS | hit rate 1.5% among 330,000 | AID 434973, 2010 | inhibition, % at 5 µM | recombinant SENP7, Z-RLRGG-aminoluciferin luminescence, 40 min | Sentrin-specific protease 7 (Homo sapiens), Q9BQF6;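 active means inhibition above about 50% at the single test dose, limit read from the data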;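 further: plate controls were DMSO with enzyme for no effect and no enzyme buffer wells for full effect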
SENP8 block: SENP8 protease inhibitors, primary screen, biochemical, luminescence. Sentrin-specific protease 8 (Homo sapiens), Q96LD8. purified SENP8, Z-RLRGG-aminoluciferin cleavage. inhibition, % at 10 µM. hit rate 1.2% among 330,000. AID 2540, 2010
Jurkat NFkB inh: inhibitors of induced NF-kB luciferase reporter, primary screen, TCR NF-kB activation inhibitor project, cell-based, luminescence, uHTS; hit rate 0.53% among 330,000; inhibition, % at 4 µM; Jurkat, PMA/ionomycin-induced NF-kB luciferase reporter
HKDC1 inh: HKDC1 hexokinase inhibitors, primary screen, biochemical, fluorescence, uHTS; recombinant HKDC1, G6PDH/diaphorase resazurin coupled fluorescence; inhibition, % at 20 µM; hit rate 0.16% among 340,000; AID 493160, 2011;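 active means inhibition above about 35% when tested at 20 µM, limit read from the data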;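 further: plate controls were DMSO wells with enzyme for no effect and DMSO wells lacking enzyme for full effect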
Target sequence (Q2TB90 whole entry, looked up): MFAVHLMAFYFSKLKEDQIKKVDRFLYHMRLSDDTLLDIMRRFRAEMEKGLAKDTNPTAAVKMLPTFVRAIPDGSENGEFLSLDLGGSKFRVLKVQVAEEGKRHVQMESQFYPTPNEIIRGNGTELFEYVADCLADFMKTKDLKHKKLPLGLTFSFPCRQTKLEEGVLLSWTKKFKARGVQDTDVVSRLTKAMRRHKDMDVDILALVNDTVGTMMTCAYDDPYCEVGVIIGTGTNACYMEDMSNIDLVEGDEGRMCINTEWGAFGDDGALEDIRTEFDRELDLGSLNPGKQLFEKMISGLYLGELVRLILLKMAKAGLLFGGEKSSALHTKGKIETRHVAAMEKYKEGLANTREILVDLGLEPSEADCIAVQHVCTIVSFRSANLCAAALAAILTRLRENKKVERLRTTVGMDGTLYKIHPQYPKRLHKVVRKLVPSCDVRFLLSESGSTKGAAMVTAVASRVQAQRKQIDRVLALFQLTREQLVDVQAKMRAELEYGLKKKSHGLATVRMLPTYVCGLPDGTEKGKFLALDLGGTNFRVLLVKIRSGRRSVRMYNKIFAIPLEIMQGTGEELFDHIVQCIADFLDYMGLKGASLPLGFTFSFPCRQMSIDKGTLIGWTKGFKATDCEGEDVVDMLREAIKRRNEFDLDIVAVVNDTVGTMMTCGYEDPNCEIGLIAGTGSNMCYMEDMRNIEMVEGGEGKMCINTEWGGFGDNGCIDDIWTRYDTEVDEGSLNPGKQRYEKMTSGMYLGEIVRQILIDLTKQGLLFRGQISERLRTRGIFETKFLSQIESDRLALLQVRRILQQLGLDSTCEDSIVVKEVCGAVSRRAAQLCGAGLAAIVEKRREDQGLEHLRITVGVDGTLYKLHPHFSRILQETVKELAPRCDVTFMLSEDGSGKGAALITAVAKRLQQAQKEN
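Test system: recombinant HKDC1 (HK5) hexokinase enzyme, produced in-house / Doses: 20 µM test compound, 1% DMSO / Timing: 90 min, room temperature / Detection: G6PDH/diaphorase-coupled fluorescence, 1 mM NADP, 100 µM resazurin, 525/613 nm / Control set: DMSO wells with and without enzyme mix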
Apaf1 inhib: inhibitors of human Apaf-1 apoptosome, primary screen, biochemical, DEVD-Rh110 fluorescence, uHTS | Apoptotic protease-activating factor 1 (Homo sapiens), O14727 | reconstituted apoptosome caspase-3 activity | inhibition, % at 20 µM | hit rate 0.71% among 330,000 | AID 489030, 2010; active means inhibition of at least 40% at 20 µM;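 further: plate controls were DMSO wells for no effect and DEVD-CHO caspase inhibitor wells for full effect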
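System: Apoptosome proteins | Medium: Hepes pH 7.5 with detergent and BSA | Also added: Cytochrome c trigger plus (Z-DEVD)2-Rh110 caspase-3 substrate | Incubation: 30 min compound preincubation, 50 min activation, room temperature | Detection: Rhodamine 110 fluorescence at Ex 480/Em 540 nm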
UBC13 inh: UBC13 polyubiquitin chain formation inhibitors, primary screen, biochemical, TR-FRET, uHTS. inhibition, % at 20 µM. hit rate 0.47% among 330,000. AID 485273, 2010; in the data active means inhibition above about 45%, passing the limit was not always enough
* = called active by the depositor. Unless noted, no stated cut-off is given here; in the data, active means inhibition above about 50%; inactive means the rest.

SMILES	697 NFkB inh	Gli-Sufu antag	SENP7 inh	SENP8 block	Jurkat NFkB inh	HKDC1 inh	Apaf1 inhib	UBC13 inh
CCOc1ccccc1N1CC(C(=O)NNC(=O)c2cc(OC)c(OC)c(OC)c2)CC1=O (centres undefined)	3	-2	-1	-2	1	0	-5	-1
Cc1ccc(N2CC(C(=O)Nc3ccc4c(c3)OCCO4)CC2=O)cc1C (centres undefined)	8	-4	-3	-1	17	3	4	16
CC1CCN(c2oc(-c3ccco3)nc2S(=O)(=O)c2ccccc2)CC1	-8	14	-2	-3	22	3	14	-4
Cc1ccc(C)c(NC(=O)CN(C)C(=O)c2ccccc2OCc2ccc(Cl)cc2)c1	12	-8	4	3	13	4	22	-8
CC(=O)c1cn(CCOc2ccc(F)cc2)c2ccccc12	-35	27	7	-6	12	-3	13	10
CC(C)(CNC(=O)Cc1ccc(Cl)cc1Cl)N1CCCCC1	-9	-1	-2	-2	-20	-9	17	-2
COC(=O)/C(N=Nc1cccc(C(F)(F)F)c1)=C(\C)O	-7	20	3	-3	-18	-5	7	-6
COc1ccc(CN(C(=O)Cn2nnc3ccccc32)C(C(=O)NC(C)(C)C)c2ccco2)cc1 (centres undefined)	17	2	3	-3	4	-12	0	7
CCOC(=O)c1sc(NC(=O)Nc2ccc(F)cc2)nc1C	-137	-116	6	-14	-141	6	9	11
COc1ccccc1-c1cc(C(=O)Nc2cccnc2Cl)no1	8	-9	15	-1	-18	6	7	2
CC(C)(C)c1ccc(C(=O)N2CCCC2c2cccs2)cc1 (centres undefined)	-13	-16	-7	7	3	3	22	1
CCOC(=O)c1sc(NC(=S)NC(=O)CC(C)C)cc1C	-97	-30	-3	-10	-20	2	36	-14
Cc1cc(NCCN2CCOCC2)n2ncc(-c3ccccc3)c2n1	-139	-75	8	-13	-179	-9	2	2
CCN1CCN(c2ccc(NC(=O)COc3ccc(Cl)cc3C)cc2)CC1	-48	12	-2	-11	-21	-4	26	13
COc1ccc(NC(=O)CN2CCN(CC(=O)Nc3ccccc3F)CC2)c(OC)c1	-7	1	8	-6	6	2	-1	-8
Cc1cccc(Nc2c([N+](=O)[O-])ccc3nonc23)c1C	4	3	-2	3	4	-2	7	-23
O=C(N/N=C/c1cc(Br)ccc1O)Nc1ccccc1	-39	-9	-2	-17	30	2	4	1
O=C(NCCc1ccccc1)C1CCN(S(=O)(=O)N2CCCC2)CC1	7	-11	6	7	12	-12	-2	-8
CCCCCNC(=O)CCc1ccccc1	-4	3	-3	1	4	0	0	4
Cc1ccccc1N1CCN(C(=O)CCN2C(=O)c3ccccc3C2=O)CC1	-16	-12	-4	-8	2	-7	1	-4
COCCN(C(=O)c1csnn1)C(C(=O)NC1CCCC1)c1ccc(C)cc1 (centres undefined)	19	-9	0	-1	3	-2	1	0
CCOc1ccc(C(=O)N2CCN(c3cccc(Cl)c3)CC2)cc1	-4	-14	4	-3	-5	-2	14	3
C/C(=N\NC(=O)c1ccccc1)c1ccc(C)c([N+](=O)[O-])c1	-13	-23	-6	-13	-32	-6	1	-4
O=C(CC1CCCCC1)Nc1ccccc1-c1ccccc1	8	-1	2	2	4	8	-4	3
COc1cccc(-c2nc(CS(=O)CC(=O)O)c(C)o2)c1 (centres undefined)	13	5	5	0	3	-4	4	5
SMILES	697 NFkB inh	Gli-Sufu antag	SENP7 inh	SENP8 block	Jurkat NFkB inh	HKDC1 inh	Apaf1 inhib	UBC13 inh
O=C(NC1CCCc2ccccc21)C1CCCC1 (centres undefined)	7	-15	7	-7	1	1	-3	7
CCCN1CCC(=O)N([C@H](CO)Cc2ccccc2)CC1	13	-33	-1	-2	5	-6	-10	-2
COc1ccc(-c2cc(-c3nnc(COC(=O)C4CC4C)o3)c3ccccc3n2)cc1OC (centres undefined)	19	-4	6	7	-5	2	17	24
Cc1ccc2nc(-c3ccc(N4C(=O)CC(N5CCN(CCO)CC5)C4=O)cc3)sc2c1 (centres undefined)	-93	-29	-3	-2	-48	-14	1	17
FC(F)(F)c1nc(-c2cccs2)ncc1-c1nnnn1-c1ccc(Cl)cc1	-34	58*	-6	-4	15	2	17	-5
Cc1ccc(C(=O)C2=C(O)C(=O)N(Cc3cccnc3)C2c2cccc(Oc3ccccc3)c2)o1 (centres undefined)	15	6	-3	4	14	14	5	-69
CC(C)Oc1ccc(CCc2n[nH]c(=S)n2-c2ccccc2)cc1	-2	3	11	1	5	-9	6	3
Cc1ccccc1N(C(=O)c1csnn1)C(C(=O)NC1CCCC1)c1ccncc1 (centres undefined)	6	20	3	-1	16	-1	-1	5
Cc1c(C(=O)N/N=C/c2cccc(O)c2)nnn1-c1nonc1N	-15	1	0	5	14	-4	2	-6
O=C(O)c1cccc(S(=O)(=O)Nc2ccc(Cc3ccncc3)cc2)c1	-9	-5	-1	-19	3	5	2	-22
CCc1nnc(NC(=O)Cc2ccc(S(=O)(=O)N3CCCCC3)cc2)s1	12	-7	3	4	1	-2	-3	7
NNC(=O)c1ccc(COc2cccc3ccccc23)cc1	-24	13	-6	-22	-6	-5	14	-4
CCN(CC(=O)Nc1c(F)cccc1F)C(=O)Cc1ccc2c(c1)CCC2	4	6	-12	-7	-7	-4	15	-7
Cc1ccccc1NC(=O)Oc1cccc(OC(=O)c2ccccc2)c1	19	38	-7	-2	0	4	2	3
CCOc1ccc(-n2cc(C(=O)c3cc(Cl)ccc3O)cc(C#N)c2=O)cc1	25	5	-2	4	19	-8	24	-11
CC(=O)Nc1cc(S(=O)(=O)Nc2ccc(C)cc2)c(C)cc1C	-14	2	2	3	3	-2	-11	-1
CCOC(=O)c1ccc2nc(NC(=O)c3ccco3)sc2c1	-302	-94	90*	85*	-90	3	4	0
COc1ccccc1C(=O)Nc1ccc(S(=O)(=O)N2CCOCC2)cc1	4	-1	1	6	10	1	6	6
CCN(CC)CCn1c2c(c(SCC(=O)Nc3nc4ccc(C)cc4s3)nc1=O)CCC2	-11	32	24	-26	4	-6	16	20
CC(=O)OCC(=O)Nc1ccc(SC(F)F)cc1	8	0	17	-6	-7	-6	-4	1
O=C(NC1CCN(Cc2ccccc2)C1)c1cc(COc2ccc(F)cc2F)on1 (centres undefined)	6	33	4	4	-4	-3	8	8
CCN(CC)CCNc1cc(C)nc2c1C(=O)C(=O)C=C2N1CCCCC1	-8	-6	18	13	14	45*	40	-26
O=C(O)c1cc(C(=O)C2CC2)c[nH]1	-35	1	-7	-9	-34	-7	1	-11
COc1ccc(-c2nn(-c3ccccc3)cc2C(=O)NC(=S)Nc2cc(Cl)ccc2Cl)cc1	0	2	-1	2	0	-5	-16	0
Cc1ccc(C(=O)OC(C)C(=O)c2cc(C)c(C)cc2C)o1 (centres undefined)	-3	-3	1	-8	-9	0	4	1

By substructure: those above containing a Cl atom (8)
SMILES	697 NFkB inh	Gli-Sufu antag	SENP7 inh	SENP8 block	Jurkat NFkB inh	HKDC1 inh	Apaf1 inhib	UBC13 inh
Cc1ccc(C)c(NC(=O)CN(C)C(=O)c2ccccc2OCc2ccc(Cl)cc2)c1	12	-8	4	3	13	4	22	-8
CC(C)(CNC(=O)Cc1ccc(Cl)cc1Cl)N1CCCCC1	-9	-1	-2	-2	-20	-9	17	-2
COc1ccccc1-c1cc(C(=O)Nc2cccnc2Cl)no1	8	-9	15	-1	-18	6	7	2
CCN1CCN(c2ccc(NC(=O)COc3ccc(Cl)cc3C)cc2)CC1	-48	12	-2	-11	-21	-4	26	13
CCOc1ccc(C(=O)N2CCN(c3cccc(Cl)c3)CC2)cc1	-4	-14	4	-3	-5	-2	14	3
FC(F)(F)c1nc(-c2cccs2)ncc1-c1nnnn1-c1ccc(Cl)cc1	-34	58*	-6	-4	15	2	17	-5
CCOc1ccc(-n2cc(C(=O)c3cc(Cl)ccc3O)cc(C#N)c2=O)cc1	25	5	-2	4	19	-8	24	-11
COc1ccc(-c2nn(-c3ccccc3)cc2C(=O)NC(=S)Nc2cc(Cl)ccc2Cl)cc1	0	2	-1	2	0	-5	-16	0

(further entries)
SMILES	697 NFkB inh	Gli-Sufu antag	SENP7 inh	SENP8 block	Jurkat NFkB inh	HKDC1 inh	Apaf1 inhib	UBC13 inh
Cc1ccc2c(c1)N(CC(=O)NCC(C)c1ccccc1)C(=O)c1cccnc1O2 (centres undefined)	-29	7	-2	-12	-10	-1	2	-2
CC(C)C(=O)N1CCN(c2ccc([N+](=O)[O-])cc2Cl)CC1	-48	19	-2	-8	-11	-3	33	-25
O=C(CCS(=O)(=O)c1cccs1)Nc1ccc(C(=O)NCc2ccc(F)cc2)cc1	-28	25	-6	-3	18	-1	4	-5
CC(=O)Nc1cccc(NC=C(C#N)C#N)c1	20	-8	-2	5	16	-9	-8	-6
CCOc1ccc(CCNC(=O)CSc2n[nH]c(N)n2)cc1OCC	18	0	-1	-6	-2	-8	5	4
Cc1cccc(C)c1NC(=O)CSc1nnc(NC(=O)C2CC2)s1	10	-14	-6	1	2	-3	-4	-3
CCOc1cc(S(=O)(=O)N2CCC(Cc3ccccc3)CC2)c(OCC)cc1-n1cnnn1	-11	9	-11	-15	12	-2	7	-8
COc1cccc(CN(C)C(=O)CSCC(=O)Nc2ccc(C)cc2)c1OC	6	2	8	-15	1	-5	17	1
Cc1c(NC(=O)c2ncn[nH]2)cccc1-c1nc2ccccc2s1	-15	-16	4	-8	2	-9	-1	-11
Cc1nn(-c2ccc(N3CCOCC3)nn2)c(C)c1CCC(=O)NCc1ccccc1F	-57	-17	0	0	-24	-2	1	-13
Cc1onc(-c2ccccc2)c1C(=O)N=C(N)c1ccc(C(F)(F)F)cc1	1	6	-2	-3	25	-6	-1	6

Look-ups from above.
`COc1ccc(-c2cc(-c3nnc(COC(=O)C4CC4C)o3)c3ccccc3n2)cc1OC` (centres undefined) in Apaf1 inhib = 17
`Cc1cc(NCCN2CCOCC2)n2ncc(-c3ccccc3)c2n1` in HKDC1 inh = -9

Reprinted at random: 2 compounds from above, in no set order.
SMILES	697 NFkB inh	Gli-Sufu antag	SENP7 inh	SENP8 block	Jurkat NFkB inh	HKDC1 inh	Apaf1 inhib	UBC13 inh
CCOc1cc(S(=O)(=O)N2CCC(Cc3ccccc3)CC2)c(OCC)cc1-n1cnnn1	-11	9	-11	-15	12	-2	7	-8
Cc1ccc2c(c1)N(CC(=O)NCC(C)c1ccccc1)C(=O)c1cccnc1O2 (centres undefined)	-29	7	-2	-12	-10	-1	2	-2

Compound activity as filed in PubChem.
